GRP78 ERSR act – ER stress response induction in glioma. U87-MG GRP78 promoter luciferase reporter, 16 h. Potency, µM, inactives show at the top dose activation, hits mostly activators. 420,000 compounds, 0.02% hits; further: potency means the concentration at half of the fitted maximal effect; series mostly up to about 76 µM; % of control where 0% means no effect; nearly all actives have a fitted effect of over 35% in size
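Stably transfected U87-MG glioma cells carrying a GRP78-based luciferase sensor; 16 h compound incubation. Luminescence end-point read 10 min after Bright-Glo addition at room temperature.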
D2 potentiator – positively modulates the human D2 dopamine receptor allosterically; P14416; HEK293 T-REx D2, calcium flux, EC20 dopamine potentiation; potentiation, % at 10 µM; 340,000 compounds, 0.34% hits;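 active means potentiation over 3 SD above the plate norm, cut at about 30% in these data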; further: 0% is about no effect
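Using a no-wash calcium dye in inducible, force-coupled HEK293 Trex cells expressing D2, we tracked fluorescence each second for 180 s after compound, then for 180 s after EC20 dopamine to detect augmented signalling.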
D1 antag – human D1 dopamine receptor antagonism | HEK293 TREx D1 cells, calcium flux, dopamine EC80; stronger effect = lower value | activity change, negative = inhibition, % at 10 µM | 360,000 compounds, 3.2% hits; in the data active means activity change below about -30%; further: on the % scale 0 is the no-effect control and ±100 the full control effect
Target sequence (P21728 whole entry, looked up): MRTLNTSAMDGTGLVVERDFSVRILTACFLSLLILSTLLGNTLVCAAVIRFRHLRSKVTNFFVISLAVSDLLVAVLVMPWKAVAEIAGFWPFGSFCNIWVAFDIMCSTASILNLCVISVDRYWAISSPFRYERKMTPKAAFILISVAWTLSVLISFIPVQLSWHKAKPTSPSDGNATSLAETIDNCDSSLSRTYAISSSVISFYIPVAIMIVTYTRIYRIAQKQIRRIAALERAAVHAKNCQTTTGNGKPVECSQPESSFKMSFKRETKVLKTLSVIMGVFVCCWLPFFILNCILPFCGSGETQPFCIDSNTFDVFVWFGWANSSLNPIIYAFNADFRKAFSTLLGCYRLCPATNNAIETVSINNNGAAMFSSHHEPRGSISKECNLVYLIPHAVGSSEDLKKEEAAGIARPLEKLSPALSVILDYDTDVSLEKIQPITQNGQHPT
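After overnight tetracycline induction at 30 C, force-coupled D1 HEK293 cells took up a no-wash calcium dye at room temperature. Compounds were added and monitored 180 s, and the response to EC80 dopamine was then recorded.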
D1 PAM – potentiators of human D1 dopamine receptor | P21728 | HEK293 TREx D1 cells, calcium flux, dopamine EC20 potentiation | potentiation, % at 10 µM | 360,000 compounds, 0.036% hits; in the data active means potentiation above about 30%; further: 0% is about no effect
LDHA inh – LDHA (human) enzyme inhibition. purified LDHA, NADH/diaphorase-resazurin fluorescence; stronger effect = lower value. activity change, % (values are at about 110 or 230 µM). P00338. 480,000 compounds, 0.15% hits; in the data active means activity change below about -30%; inconclusive means mostly about -25% to -30%;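 further: plate controls were DMSO wells for no effect and wells without enzyme for full effect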
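Remaining NADH was detected by diaphorase (0.133 mg/mL) converting 37 µM resazurin to fluorescent resorufin, read at 0 and 20 minutes. The preceding 5-minute room-temperature reaction used 2 nM LDHA, 0.2 mM sodium pyruvate and 0.06 mM NADH at pH 7.4.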
RXFP1 ag – RXFP1 (human) receptor agonism; Q9HBX9; HEK293T-RXFP1 cAMP TR-FRET, 30 min; response scale: percent of porcine relaxin response, buffer zero; Potency, µM (series often up to 57.5 µM), without a hit: top-dose activation, usual class: activators; 370,000 compounds, 0.3% hits; AID 2676; further: potency means the concentration at half of the fitted maximal effect; on the % scale 0 is the no-effect control and ±100 the full control effect; nearly all actives have a fitted effect of over 60% in size; many of its hits are not listed in these tables
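HEK293T cells stably expressing RXFP1 were pretreated with the PDE4 inhibitor Ro 20174, exposed to compounds for 30 min at 37C, lysed, and cAMP was read by TR-FRET. Data normalized to buffer (basal) and 29 nM porcine relaxin (100%).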
Vif-A3G inh – inhibitors of Vif-APOBEC3G interaction; Q9HC16; HeLa A3G-eYFP + Vif (tagged APOBEC3G with the HIV-1 protein that degrades it), YFP fluorescence, overnight; Potency, µM (top dose mostly 46.1 µM), inactives show at the highest dose activity, negative = active, hits mostly inhibitors; 410,000 compounds, 0.076% hits;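 further: potency means the concentration at half of the fitted maximal effect; on the % scale 0 is the no-effect control and ±100 the full control effect; nearly all actives have a fitted effect of over 60% in size; hits raise eYFP signal because A3G escapes Vif-driven loss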
Target sequence (Q9HC16 whole entry, looked up): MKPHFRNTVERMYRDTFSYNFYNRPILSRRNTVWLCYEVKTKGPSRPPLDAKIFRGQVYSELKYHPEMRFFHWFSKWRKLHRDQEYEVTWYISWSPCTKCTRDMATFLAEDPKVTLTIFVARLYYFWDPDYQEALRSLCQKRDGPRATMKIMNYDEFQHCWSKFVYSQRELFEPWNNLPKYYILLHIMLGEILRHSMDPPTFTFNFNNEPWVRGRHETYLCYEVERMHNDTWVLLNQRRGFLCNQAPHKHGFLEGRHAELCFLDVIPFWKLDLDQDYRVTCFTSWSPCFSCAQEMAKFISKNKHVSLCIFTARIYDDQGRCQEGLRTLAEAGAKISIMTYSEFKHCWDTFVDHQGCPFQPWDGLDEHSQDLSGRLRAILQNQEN
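Read-out is eYFP fluorescence (Ex 488/Em 500-530) from Vif-expressing HeLa A3G-eYFP cells; more signal means A3G escaped Vif-mediated degradation. Cells plated overnight, compound pinned in, incubated overnight at 37 deg C.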
Vif-A3F inh – inhibitors of Vif-A3F interaction; HeLa A3F-eYFP + Vif (tagged APOBEC3F with the HIV-1 protein that degrades it), YFP fluorescence increase; Potency, µM (doses to about 46.1 µM), for inactives: at the top dose activity, negative = active; 390,000 compounds, 0.2% hits; AID 602313; further: potency means the concentration at half of the fitted maximal effect; % of control where 0% means no effect; nearly all actives have a fitted effect of over 65% in size
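Fluorescence increase (Ex 488/Em 500-530) after overnight compound treatment at 37 deg C flags inhibition of Vif-driven A3F-eYFP loss in stable HeLa A3F-eYFP/Vif cells seeded overnight beforehand.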
D1 agonist – agonists of human D1 dopamine receptor. P21728. HEK293 T-REx D1 cells, calcium flux, agonist mode. activation, % at 2 µM. 360,000 compounds, 1% hits. AID 504660; in the data active means activation above about 30%; further: 0% is about no effect
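Inducible HEK293 T-REx D1 cells, force-coupled to calcium signalling, were plated at 4000 cells/well with tetracycline and held overnight at 30 C. After no-wash calcium dye loading, compound-evoked calcium rise over 180 s flagged agonists.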
The depositor's hits bear a star; u = inconclusive; x = no result given. Unless noted, the call rests on the fitted dose curve; in most records, active means well fitted curve in the direction sought with a large enough effect; inconclusive means small, poorly fitted or top-dose-only effect, or another doubt; inactive means no such curve, though single readings can be large; an effect the other way counts as inactive or inconclusive.

SMILES | GRP78 ERSR act | D2 potentiator | D1 antag | D1 PAM | LDHA inh | RXFP1 ag | Vif-A3G inh | Vif-A3F inh | D1 agonist
COc1ccc2ccccc2c1CN1CCN(Cc2ccccc2)CC1 | -3% | -20 | -9 | -12 | -6 | 1.3% | 0% | -1% | -1
Cc1onc(-c2c(F)cccc2Cl)c1C(=O)NCCc1ccncc1 | -4% | -6 | 26 | 2 | -8 | -0.7% | 0% | -36% | 1
O=C(CSc1nc(-c2ccccc2)nc2c1CCCC2)c1ccc(Cl)cc1 | -3% | 0 | 17 | 2 | -1 | 7.2% | 0% | 11% | 7
CN(CC(=O)N1CCN(Cc2ccccc2)CC1)C(=O)Cc1cccc2ccccc12 | -3% | 0 | 2 | -6 | 0 | 0.7% | 0% | 4% | 4
CN(CC(=O)Nc1ccccc1Cl)C(=O)c1ccc(COc2ccccc2)cc1 | 2% | 5 | -13 | -3 | -3 | 1.8% | 1% | 5% | 2
CN(CCOC(=O)/C=C/c1ccccc1)C(C)(C)C | -3% | 18 | 2 | -3 | -5 | 1.1% | 0% | 6% | 3
O=C1CCC(=O)N1c1cccc(-c2nc3ccccc3o2)c1 | 4% | 9 | -9 | x | -9 | -0.4% | -1% | 1% | 0
Cn1c(=O)c2c([nH]c(=S)n2CCCc2ccccc2)n(C)c1=O | 0% | -1 | 8 | -3 | 0 | 6.7% | 3% | 1% | 1
CC(CC(=O)Nc1ccc(C(N)=O)cc1)c1ccccc1 (centres undefined) | 0% | -6 | 3 | -3 | -12 | -0.4% | 0% | 1% | 2
C=C1C(O)C[C@@H](C(C)C)N(CC(C)C)S1(=O)=O (some centres undefined) | -2% | x | x | x | 1 | x | 0% | -7% | x
CCOc1ccc(Br)cc1C(=O)Nc1ccc(C(=O)NCC(C)C)cc1 | -4% | -10 | -25 | -6 | -6 | u | u | u | 2
COc1ccc2[nH]cc(S(=O)(=O)c3ccc(C(C)C)cc3)c(=O)c2c1 | -1% | -5 | -6 | 1 | -1 | 2.3% | 2% | 3% | -1
Cc1c(C(=O)Oc2ccc(Br)cc2)sc2ncn(Cc3ccccc3F)c(=O)c12 | 0% | -1 | 9 | -3 | -11 | 0.6% | -1% | -7% | 1
C=CCSc1nnc2c(n1)[nH]c1c(C)cccc12 | 7% | -4 | 3 | -3 | -9 | -1.1% | -17% | -12% | 1
C=CCOc1ccc(Br)cc1/C=N/O | 1% | 3 | -10 | -5 | -1 | 0.7% | -9% | -14% | 3
CC1CC(C)CN(S(=O)(=O)c2ccc(C(=O)NCCCn3ccnc3)cc2)C1 (centres undefined) | -2% | -4 | 10 | 24 | -2 | -0.4% | -5% | 3% | 8
COc1cc(C(=O)OCCNC(=O)c2ccccc2)cc(OC)c1OC | -4% | 6 | -3 | 3 | 2 | 1.1% | -26% | 0% | 2
CC(C)n1nnnc1SCC(=O)N1N=C(c2cccs2)CC1c1cccs1 (centres undefined) | 4% | -16 | -7 | x | -3 | 3.3% | -1% | 12% | 7
CC(=O)Nc1ccc(C=CC=Cc2cccc([N+](=O)[O-])c2)cc1 | 6% | x | x | x | 2 | x | -29% | u | x
COc1ccc(/C=C(\C#N)C(=O)Nc2ccc3[nH]c(=O)[nH]c3c2)cc1 | 4% | -11 | 2 | -6 | 4 | -1.2% | -1% | 7% | 0
Cc1ccc(NC(=O)COC(=O)c2ccc3c(c2)C(=O)N(CCc2ccccc2)C3=O)c(C)c1 | -2% | 11 | 13 | 3 | -1 | 1.0% | -5% | -7% | 5
CCCCN1C(N)=NC[C@@H]1c1ccccc1 | 0% | x | x | x | -3 | x | 3% | 1% | x
Cc1ccc(N=Cc2c(C)[nH]n(-c3ccccc3)c2=O)nc1 | 0% | -6 | -3 | -2 | -3 | 2.1% | -3% | -16% | 0
COc1ccc(S(=O)(=O)Nc2ccccc2C(=O)NC(C)C)cc1OC | -5% | -6 | -7 | 5 | -2 | 0.9% | 1% | 0% | 1
Cc1cc(C)cc(N(CC(=O)NCc2ccc(F)cc2)C(=O)CCC(=O)Nc2ccccn2)c1 | -6% | x | 14 | -3 | -8 | -2.8% | 1% | 6% | 4
N#Cc1ccc(NC(=O)COC(=O)C2=COCCO2)cc1 | 3% | 2 | -21 | -1 | -2 | -0.6% | 1% | 4% | 4
Cc1cccc(SC2CCN(C(=O)C3CCC(=O)N(C4CC4)C3)CC2)c1 (centres undefined) | 7% | 1 | -9 | -10 | -4 | -0.7% | 1% | 7% | 9
Cc1cc(C(=O)COC(=O)c2ccc(Br)o2)c(C)n1C | 6% | 2 | -8 | -5 | -1 | -2.5% | 0% | 2% | 3
COc1ccc(NC(=O)CSC2=Nc3ccccc3C3=NC(Cc4ccccc4)C(=O)N23)cc1Cl (centres undefined) | 9% | 2 | -10 | 3 | -2 | -1.4% | -7% | -7% | 3
Cc1ccc(OCCCn2c(=O)oc3ccccc32)cc1 | 6% | -3 | -11 | -5 | 1 | -0.8% | -2% | 11% | 1

In another format: 13 of the compounds above
Value order – GRP78 ERSR act | D2 potentiator | D1 antag | D1 PAM | LDHA inh | RXFP1 ag | Vif-A3G inh | Vif-A3F inh | D1 agonist
C=CCOc1ccc(Br)cc1/C=N/O
 : 1% | 3 | -10 | -5 | -1 | 0.7% | -9% | -14% | 3
CC1CC(C)CN(S(=O)(=O)c2ccc(C(=O)NCCCn3ccnc3)cc2)C1 (centres undefined)
 : -2% | -4 | 10 | 24 | -2 | -0.4% | -5% | 3% | 8
COc1cc(C(=O)OCCNC(=O)c2ccccc2)cc(OC)c1OC
 : -4% | 6 | -3 | 3 | 2 | 1.1% | -26% | 0% | 2
CC(C)n1nnnc1SCC(=O)N1N=C(c2cccs2)CC1c1cccs1 (centres undefined)
 : 4% | -16 | -7 | x | -3 | 3.3% | -1% | 12% | 7
CC(=O)Nc1ccc(C=CC=Cc2cccc([N+](=O)[O-])c2)cc1
 : 6% | x | x | x | 2 | x | -29% | u | x
COc1ccc(/C=C(\C#N)C(=O)Nc2ccc3[nH]c(=O)[nH]c3c2)cc1
 : 4% | -11 | 2 | -6 | 4 | -1.2% | -1% | 7% | 0
Cc1ccc(NC(=O)COC(=O)c2ccc3c(c2)C(=O)N(CCc2ccccc2)C3=O)c(C)c1
 : -2% | 11 | 13 | 3 | -1 | 1.0% | -5% | -7% | 5
CCCCN1C(N)=NC[C@@H]1c1ccccc1
 : 0% | x | x | x | -3 | x | 3% | 1% | x
Cc1ccc(N=Cc2c(C)[nH]n(-c3ccccc3)c2=O)nc1
 : 0% | -6 | -3 | -2 | -3 | 2.1% | -3% | -16% | 0
COc1ccc(S(=O)(=O)Nc2ccccc2C(=O)NC(C)C)cc1OC
 : -5% | -6 | -7 | 5 | -2 | 0.9% | 1% | 0% | 1
Cc1cc(C)cc(N(CC(=O)NCc2ccc(F)cc2)C(=O)CCC(=O)Nc2ccccn2)c1
 : -6% | x | 14 | -3 | -8 | -2.8% | 1% | 6% | 4
N#Cc1ccc(NC(=O)COC(=O)C2=COCCO2)cc1
 : 3% | 2 | -21 | -1 | -2 | -0.6% | 1% | 4% | 4
Cc1cccc(SC2CCN(C(=O)C3CCC(=O)N(C4CC4)C3)CC2)c1 (centres undefined)
 : 7% | 1 | -9 | -10 | -4 | -0.7% | 1% | 7% | 9

(more compounds)
SMILES | GRP78 ERSR act | D2 potentiator | D1 antag | D1 PAM | LDHA inh | RXFP1 ag | Vif-A3G inh | Vif-A3F inh | D1 agonist
O=C(CSc1nc(Cc2ccccc2)nc2ccccc12)c1ccc2c(c1)OCCO2 | -1% | 7 | -3 | -2 | -1 | 2.6% | 2% | 1% | 8
O=C(O)Cn1c(=S)sc2ccccc21 | 1% | -1 | -8 | -1 | -10 | 2.0% | 5% | -4% | 3
O=C(Nc1cccc(O)c1)c1cccc(S(=O)(=O)Nc2cccc(O)c2)c1 | 4% | 3 | -10 | -11 | -1 | 0.3% | 0% | -10% | 0
Cc1ccc(N2C(=O)[C@@H]3CSC(c4ccc(F)cc4)N3C2=O)cc1 (some centres undefined) | -2% | -3 | -11 | -2 | 1 | 5.7% | 3% | -4% | 1
O=C(c1ccccc1NS(=O)(=O)c1cccs1)N1CCCC1 | -6% | -3 | -6 | 2 | -3 | 2.2% | -7% | -16% | 2
CCOCCCn1c(SCC(=O)Nc2ccc(OC)cc2)nc2ccccc2c1=O | -4% | 17 | 18 | 1 | -3 | 1.0% | -15% | -20% | -4
COc1cc2c(c(OC)c1)C(c1cccc(F)c1F)CC(=O)N2 (centres undefined) | -3% | 14 | -18 | 0 | 0 | 4.3% | 3% | 3% | 0
Cc1ccccc1CCN(CC(=O)NC1CCCCC1)C(=O)c1csnn1 | -3% | 9 | -8 | -4 | -7 | 0.9% | 0% | 0% | 0
Cc1c(-c2ccccc2)nc2c(Cl)cccc2c1C(=O)OCC(=O)c1ccc(F)cc1 | -1% | -15 | -15 | -2 | -2 | -0.2% | 3% | -2% | 7
Cc1ccccc1NC(=O)CSc1ccc(-c2ccco2)nn1 | -2% | 5 | -71* | -9 | -8 | 3.9% | -8% | -9% | 4
CS(=O)(=O)N1CCc2cc(C(=O)Nc3ccccc3Br)ccc21 | 7% | 6 | 7 | -5 | -2 | 0.3% | -4% | -10% | 2
COc1ccc(CNc2nnnn2C)c(OC)c1 | 0% | 8 | -18 | -5 | -7 | 3.3% | 0% | 6% | 2
CN1CCc2nc(NC(=O)COc3ccc(C#N)cc3)sc2C1 | -1% | -22 | -1 | -4 | 1 | 5.5% | 7% | -4% | 7
CCc1ccc(C2C(C(=O)Nc3ccccc3)=C(C)Nc3nc(SCC(=O)c4ccc(C)cc4)nn32)cc1 (centres undefined) | -3% | 4 | 1 | -1 | -1 | 5.6% | 1% | 2% | 2

Compound activity deposited in PubChem BioAssay by National Center for Advancing Translational Sciences (NCATS).

Only part of the results is shown; the hit share may differ from the screen's.
